CHRM1 agonist: human M1 muscarinic receptor agonists, primary screen, Fluo-8 calcium fluorescence, CHO-K1 cells, HTS; Muscarinic acetylcholine receptor M1 (Homo sapiens), P11229; CHO-K1 hM1, agonist mode; 0% DMSO, 100% acetylcholine EC100; activation, % at 3 µM; hit rate 0.33% among 360,000; AID 588814, 2011;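 active = activation above the run's mean compound activation plus 3 SD, cut at about 16% in these data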;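 note: peak over basal fluorescence ratio within a 140 s kinetic read after compound addition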
OXTR ag: human OXTR agonists, primary screen, fluorescence, CHO-OTR cells, Fluo-8 calcium. Fluo-8 calcium fluorescence; normalized: DMSO 0%, oxytocin 100%. activation, % at 3 µM. hit rate 0.32% among 320,000;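 active = activation above the mean of all tested compounds plus 3 SD, cutoff set per screening run, cut at about 20% in these data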;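 note: peak over basal fluorescence ratio from a 100 s FLIPR kinetic read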
CHRM1 antagonist: human M1 muscarinic receptor antagonists, primary screen, CHO-K1 cells, Fluo-8 calcium fluorescence, 1536-well. hit rate 1.3% among 360,000. Muscarinic acetylcholine receptor M1 (Homo sapiens), P11229. AID 588852, 2011. CHO-K1 hM1, ACh EC80 antagonist. inhibition, % at 3 µM;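 active = percent inhibition above its own plate's cutoff, namely the mean of that plate's compound wells plus 3 SD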;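 note: peak over basal fluorescence ratio during 140 s after agonist addition; 0% = ACh EC80 plus DMSO and 100% = DMSO alone without agonist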
V1R ag counter: agonists of human V1a receptor, primary screen, counter-screen for OXTR agonist project, fluorescence, CHO-V1R cells. Vasopressin V1a receptor (Homo sapiens), P37288. Fluo-8 calcium fluorescence, agonist mode; 0% DMSO, 100% 3 nM vasopressin. activation, % at 3 µM. hit rate 0.25% among 320,000. AID 2797, 2010;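 active = activation above the mean activation of all tested compounds plus 3 SD, per screening run, cut at about 20% in these data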;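 note: signal is peak over basal fluorescence ratio across a 100 second FLIPR read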
Target sequence (P37288 whole entry, looked up): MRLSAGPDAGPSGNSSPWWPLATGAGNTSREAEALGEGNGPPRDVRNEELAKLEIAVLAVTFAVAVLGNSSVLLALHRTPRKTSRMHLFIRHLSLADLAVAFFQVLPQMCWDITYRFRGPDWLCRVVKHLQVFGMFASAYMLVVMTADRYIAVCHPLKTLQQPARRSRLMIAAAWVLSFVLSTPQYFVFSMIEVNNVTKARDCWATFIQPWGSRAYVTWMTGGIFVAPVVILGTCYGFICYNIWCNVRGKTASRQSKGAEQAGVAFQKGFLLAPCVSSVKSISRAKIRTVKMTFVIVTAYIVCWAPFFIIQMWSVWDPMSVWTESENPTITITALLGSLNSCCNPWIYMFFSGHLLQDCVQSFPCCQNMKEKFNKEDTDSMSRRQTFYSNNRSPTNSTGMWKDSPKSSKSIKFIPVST
TAAR1 antagonist: human TAAR1 antagonists, primary screen, Fluo-8 calcium fluorescence, CHO RD-HGA16 cells; inhibition, % at 3 µM; antagonist; AID 624466, 2012; hit rate 1.5% among 360,000;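 active = inhibition above a per-plate cutoff, the mean inhibition of test compounds on that plate plus 3 SD, cut at about 49% in these data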;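 note: 0% = DMSO plus EC80 beta-PEA response and 100% = DMSO alone without agonist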
Target sequence (Q96RJ0 whole entry, looked up): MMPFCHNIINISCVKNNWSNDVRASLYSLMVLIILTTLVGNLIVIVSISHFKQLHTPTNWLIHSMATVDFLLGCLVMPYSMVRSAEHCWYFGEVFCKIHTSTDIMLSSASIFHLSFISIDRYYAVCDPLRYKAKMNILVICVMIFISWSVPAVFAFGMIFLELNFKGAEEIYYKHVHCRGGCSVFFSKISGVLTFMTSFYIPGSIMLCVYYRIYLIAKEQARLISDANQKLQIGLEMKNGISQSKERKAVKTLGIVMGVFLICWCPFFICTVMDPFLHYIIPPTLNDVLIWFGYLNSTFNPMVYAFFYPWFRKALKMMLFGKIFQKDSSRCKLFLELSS
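Material: CHO RD-HGA16 cells bearing hTAAR1; compound dosing: one-point dosing, 3 µM nominal final; schedule: dye loading 75 min at 37 °C, then 30 min room temperature; measured by: calcium fluorescence with Fluo-8; control set: vehicle and agonist controls; replication: n of 1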
TAAR1 agonist: human TAAR1 agonists, primary screen, Fluo-8 calcium fluorescence, CHO RD-HGA16 cells; activation, % at 3 µM; vehicle wells 0%, saturating PEA agonist 100%; AID 624467, 2012; Trace amine-associated receptor 1 (Homo sapiens), Q96RJ0; hit rate 0.99% among 360,000;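 active = activation above the mean activation of all test compounds in the run plus 3 SD, cut at about 38% in these data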
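Assay system: CHO-derived RD-HGA16 cells with stable Gα16 and human TAAR1; timing: 17-24 h seeding, 75 min 37 °C dye, 30 min RT; read-out: % activation from peak over basal fluorescence ratio, DMSO-to-PEA scaled; measured by: kinetic Fluo-8 calcium fluorescence; benchmarks: low control DMSO, high control PEA (EC100); doses: 3 µM single concentration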
CHO parental Ca: ATP-evoked calcium signal inhibitors, parental CHO, primary screen, counter-screen for OX1R antagonist project, cell-based, fluorescence, Fluo-8 calcium dye; parental CHO-K1, ATP-induced calcium, Fluo-8 fluorescence; inhibition, % at 5.6 µM; hit rate 0.63% among 330,000;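 active = inhibition above that plate's mean sample inhibition plus 3 SD, cut at about 26% in these data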;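 note: 0% = ATP-challenged DMSO wells and 100% = DMSO wells without ATP; some compounds past the cut are filed as inactive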
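material = parental CHO cells | also added = ATP as calcium-mobilizing challenge | dosing = single point at 5.6 µM | detection = intracellular calcium via Fluo-8 no-wash fluorescent dye | read-out = % inhibition | benchmarks = low control ATP plus DMSO, high control DMSO only | repeats = one well per compound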
OXTR potentiator: human OXTR potentiators, primary screen, fluorescence, CHO-OTR cells, Fluo-8 calcium; Oxytocin receptor (Homo sapiens), P30559; Fluo-8 calcium fluorescence, potentiator mode; 0% = oxytocin EC15, 100% = EC100; activation, % at 3 µM; hit rate 0.061% among 320,000;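 active = activation above that plate's cutoff, the mean activation of tested compounds plus 3 SD, cut at about 6.6% in these data, passing the limit was not always enough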;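 note: 100% uses oxytocin at 75 nM as the full agonist control; some results filed as inactive read as strong as hits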
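assay system = CHO-OTR cells, human receptor | schedule = compound 6 min at room temperature before oxytocin, 100 s read | detection = Fluo-8 intracellular calcium fluorescence, ex 470-495, em 515-575 nm | evaluation = normalized max/min fluorescence ratio, % activation | control set = EC15 oxytocin alone as 0%, 75 nM oxytocin (EC100) as 100%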
CHRM1 PAM: human M1 muscarinic receptor positive allosteric modulators, primary screen, CHO-K1 cells, Fluo-8 calcium fluorescence, 1536-well. hit rate 0.088% among 360,000. CHO-K1 hM1, ACh EC20; 0% = ACh EC20, 100% = maximal ACh. activation, % at 3 µM; in the data active = activation above about 19%, passing the limit was not always enough
* marks the source's active call; other numbers are inactive results; nt = no result given.

A first look, 5 compounds:
SMILES	CHRM1 agonist	OXTR ag	CHRM1 antagonist	V1R ag counter	TAAR1 antagonist	TAAR1 agonist	CHO parental Ca	OXTR potentiator	CHRM1 PAM
Cc1ccc([N+](=O)[O-])cc1NC(=O)Cc1ccc(F)cc1	-3	0.1	-3	0.0	10	0	-3	-4	6
CCOc1ccccc1NC(=O)/C=C/c1ccccc1[N+](=O)[O-]	-6	-1.2	7	0.6	10	8	-29	-4	-8
CCC(=O)Nc1ccc(C(=O)N/N=C/c2ccc([N+](=O)[O-])cc2)cc1	-2	3.0	1	1.1	10	2	-9	-2	9
CCOC(=O)C(NC(=O)CC)(Nc1cc(C)on1)C(F)(F)F (configuration not stated)	-1	0.0	3	0.7	4	5	-2	-3	-2
CCOC(=O)C1(C)CCCN(C(=O)c2ccc(OC)cc2OC)C1 (configuration not stated)	-4	nt	-7	nt	-5	1	nt	nt	6

The list itself, from the start:
SMILES	CHRM1 agonist	OXTR ag	CHRM1 antagonist	V1R ag counter	TAAR1 antagonist	TAAR1 agonist	CHO parental Ca	OXTR potentiator	CHRM1 PAM
Cc1ccc([N+](=O)[O-])cc1NC(=O)Cc1ccc(F)cc1	-3	0.1	-3	0.0	10	0	-3	-4	6
CCOc1ccccc1NC(=O)/C=C/c1ccccc1[N+](=O)[O-]	-6	-1.2	7	0.6	10	8	-29	-4	-8
CCC(=O)Nc1ccc(C(=O)N/N=C/c2ccc([N+](=O)[O-])cc2)cc1	-2	3.0	1	1.1	10	2	-9	-2	9
CCOC(=O)C(NC(=O)CC)(Nc1cc(C)on1)C(F)(F)F (configuration not stated)	-1	0.0	3	0.7	4	5	-2	-3	-2
CCOC(=O)C1(C)CCCN(C(=O)c2ccc(OC)cc2OC)C1 (configuration not stated)	-4	nt	-7	nt	-5	1	nt	nt	6
CCc1cccc2c(C(=O)CN3C(=O)NC4(CCCCC4)C3=O)c[nH]c12	-1	0.0	-6	0.7	21	5	-6	-1	4
CC1CCN(CC(=O)N2CC(=O)Nc3ccccc32)CC1	-6	1.3	-4	0.9	-15	2	-3	-1	3
CN(C)CC1C2CCC(C2)C1O (configuration not stated)	-1	nt	-6	nt	-3	0	nt	nt	-1
Cn1cc(-c2nc3ccccc3[nH]2)c2ccccc21	-5	-2.4	-16	-0.2	-6	3	-14	-6	6
CCCCN(CCCC)CCCNC(=O)CN1C(=O)COc2ccc(S(=O)(=O)N3CCC(C)CC3)cc21	-6	-0.3	0	-0.1	-20	-1	-25	2	-5
C/C(=N\O)C1(C)N(O)C(C)(C)C(c2ccco2)=[N+]1[O-] (configuration not stated)	-5	0.0	-3	1.8	-8	6	-4	-6	3
CS(=O)(=O)N(Cc1ccc(C(=O)Nc2ccccc2Sc2ccccc2)cc1)c1ccccc1	0	0.6	0	1.8	5	6	-11	-19	4
N#CC1=C2N=C(N)c3ccccc3N2C2=C(C(=O)CCC2)C1c1ccc(F)cc1 (configuration not stated)	-4	1.2	-6	1.2	24	0	-17	-5	7
COc1ccc(C2NS(=O)(=O)OCC2C)cc1 (configuration not stated)	-6	-1.5	11	0.5	nt	nt	3	-12	-7
C=CCN(c1ccc(F)cc1)S(=O)(=O)c1cc(C(=O)NC2CC2)ccc1Cl	-1	nt	-14	nt	2	5	nt	nt	3
Cc1c(Cl)cnc(NC(=O)COC(=O)c2ccc(S(=O)(=O)NCc3ccco3)cc2)c1Cl	-7	0.3	-7	1.7	-10	1	-14	-4	8
COc1ccc(CN(C)S(=O)(=O)c2c(C)noc2C)cc1OC	-2	-0.4	1	0.5	8	2	-13	-1	3
O=C(c1ccccc1)c1nc2ccccc2[nH]c1=O	-2	-0.6	13	0.9	12	8	-17	-4	-5
COc1ccc(C2SCC(=O)N2c2nc3ccccc3s2)cc1 (configuration not stated)	-9	-0.5	-6	0.1	-19	7	-23	-3	3
Cc1cc(NC(=O)C(C)SCC(=O)Nc2ccccc2C(C)(C)C)no1 (configuration not stated)	-2	-1.4	-1	-0.8	-32	11	-16	0	3
CCOc1ccc(NCC(=O)Nc2ccc(C)cc2C)cc1	-5	-1.0	1	-0.7	-1	6	-22	-4	1
CSCC[C@H](NC(=O)OC(C)(C)C)C(=O)NCC1CCC(C(=O)N[C@@H](Cc2ccccc2)C(=O)O)CC1 (some centres not stated)	-3	1.8	-12	0.1	2	0	10	-3	8
Cc1cccc(C(C)C)c1NC(=O)C1CN(S(=O)(=O)c2ccccc2)CCN1S(=O)(=O)c1ccccc1 (configuration not stated)	-6	-1.4	-4	-0.6	11	-2	-35	-6	-3
COc1ccc(C(=O)Cc2cc(OC)c(OC)cc2C(=O)c2ccccc2F)cc1OC	-3	-1.6	0	-0.8	13	7	-12	-14	8
CC(OCC(O)CN1CCCCC1CCO)c1ccc(Cl)cc1 (configuration not stated)	-11	1.0	6	0.0	-9	4	-10	1	-6
Carrying on:
SMILES	CHRM1 agonist	OXTR ag	CHRM1 antagonist	V1R ag counter	TAAR1 antagonist	TAAR1 agonist	CHO parental Ca	OXTR potentiator	CHRM1 PAM
O=c1[nH]cnc2c1c(-c1ccccc1)cn2-c1ccc(F)cc1	6	-2.9	-3	1.7	16	-2	-21	-3	-5
CC(=O)c1ccc(NC(=O)c2cnsn2)cc1	-4	-0.4	-4	0.0	-13	3	-5	2	11
COc1cc2ccc(=O)oc2c(O)c1OCC=C(C)C	-3	-0.7	-5	0.6	-3	2	-4	-3	8
CN1CCCC(OC(=O)/C(C#N)=C/c2ccccc2)C1 (configuration not stated)	-6	1.1	-2	-0.6	2	1	-8	2	6
Cc1cc(C(=O)Nc2ccc(F)c(Cl)c2)on1	2	4.4	2	3.9	5	4	3	1	4
O=C(c1cnc2c(c1)COc1ccc(Cl)cc1-2)c1ccccc1O	-2	0.1	-8	-0.7	19	0	-34	-8	-1
O=C(c1cccc(NS(=O)(=O)c2ccc(F)c(F)c2)c1)N1CCCCC1	-1	nt	-7	nt	2	0	nt	nt	2
C[C@@H]1CN([C@@H](C)CO)C(=O)Cc2cc(NC(=O)Nc3ccc(F)cc3)ccc2O[C@@H]1CN(C)Cc1ccc(Cl)c(Cl)c1	-6	2.6	-6	1.8	11	4	-25	-6	-1
CCOC(=O)C(Cc1cc(N)c(Oc2ccc(OC)cc2)c(N)c1)NC(C)=O (configuration not stated)	1	nt	-8	nt	-18	2	nt	nt	3
CN=C1c2ccccc2CN1c1cccc(C(=O)OC)c1	-3	0.7	-23	0.3	-3	14	-11	-2	3
Cc1ccccc1Nc1nc(N)nc(COC(=O)C(NC(=O)c2ccco2)C(C)C)n1 (configuration not stated)	-2	-0.5	4	-0.7	-5	5	-22	1	1
COc1ccc(CN2C(=O)[C@@H]3C(c4ccc(F)cc4)=NO[C@@H]3C2=O)cc1	-2	-0.1	-28	0.4	13	16	-23	-20	9
Cc1ccc(Cn2nc3c(cc2=O)CCc2ccccc2-3)cc1	-4	-1.4	-10	-1.5	-17	1	-7	-4	9
Cc1cccc(C)c1OC(=O)CSc1nnc(-c2ccccc2)o1	-2	8.8	-7	4.9	42	28	-4	-18	-5
O=C(Nc1cccnc1)c1cc(-c2ccc3c(c2)OCO3)on1	1	1.5	-16	0.9	-12	5	1	-5	17
Cc1nn(CC(=O)OCC(=O)c2ccc(OC(F)F)cc2)c(C)c1[N+](=O)[O-]	-5	0.3	-17	0.5	-9	-2	-5	-3	13
CCC1(CC)C(=O)NC(=S)N=C1N	-1	nt	17	nt	-17	4	nt	nt	-8
CCc1cc2cccc(C)c2nc1SCC(=O)N1CCN(C(=O)c2ccco2)CC1	-3	-1.6	-27	-0.9	12	19	-14	-2	2
COc1ccc(N=CC2=C(O)CCCC2=O)cc1	-3	0.3	-11	0.5	5	17	5	-10	11
CC(C)(C)C(C(=O)n1cccc1C#N)c1ccccc1 (configuration not stated)	-9	-1.4	26	-1.5	34	20	-12	1	-21
CCOc1ccc(-c2cc(CCCC(=O)NCCC(C)C)no2)cc1	-8	-1.3	-3	2.8	0	18	-19	1	7
CC(NC(=O)C(CC(=O)OC(C)(C)C)NC(=O)OC(C)(C)C)C(N)=O (configuration not stated)	-4	0.4	-1	0.1	0	10	-4	0	7
Cc1ccc(C)c(N2CCN(C(=O)Nc3ccc4c(c3)N(C)C(=O)CS4)CC2)c1	-4	4.5	14	6.5	22	12	15	-17	-11
O=C(NC1CCCCC1)C(c1ccncc1)N(CC1CCCO1)C(=O)C(F)(F)F (configuration not stated)	-3	-0.1	-12	-0.8	4	0	-14	-1	7
COc1ccc(CCC(=O)NCCOc2ccccc2Cl)cc1	-4	-1.4	4	-0.7	-21	15	-18	-1	0
Following part:
SMILES	CHRM1 agonist	OXTR ag	CHRM1 antagonist	V1R ag counter	TAAR1 antagonist	TAAR1 agonist	CHO parental Ca	OXTR potentiator	CHRM1 PAM
COc1ccc(CCN(C)C(=O)Cc2ccc(-c3ccccc3)cc2)cc1OC	2	6.0	10	9.0	-1	3	16	-10	-6
Nn1cnc2sc3c(c2c1=O)CCC3	-2	-0.3	1	0.7	-4	2	2	-7	-3
COCC(C)NC(C(=O)Nc1cccc(C(C)=O)c1)c1ccccc1 (configuration not stated)	-3	-0.3	-8	0.0	-9	1	-19	0	3
COc1cccc(CN2CC(C(=O)NCCn3cccn3)CCC2=O)c1 (configuration not stated)	-4	-0.7	-2	-0.7	5	0	5	-14	3
O=C(COC(=O)c1ccccc1C(=O)c1ccc(Cl)c([N+](=O)[O-])c1)NC1CCCCCC1	-4	-0.8	10	0.3	74*	13	39*	-4	-6
Cc1ccc(NC(=S)N(CCN(C)C)Cc2cc3cc(C)ccc3[nH]c2=O)cc1	-5	0.8	1	1.0	2	3	-22	-7	1
COc1cc(NC(=O)c2cc(=O)[nH]c3ccc(S(=O)(=O)N4CCOCC4)cc23)cc(OC)c1	-4	nt	-13	nt	6	0	nt	nt	8
CN(CC(=O)Nc1ccccc1Cl)C(=O)c1ccc(N2C(=O)CCC2=O)cc1	-2	nt	-4	nt	6	0	nt	nt	5

High-throughput results from PubChem BioAssay.
